CCR6 antagonist – antagonists of human CCR6 receptor; P51684; CHO-K1 CCR6 PathHunter beta-arrestin, luminescence, CCL20-stimulated; inhibition, % at 20 µM; 340,000 tested, 0.49% active; AID 493098;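 active means compounds whose inhibition of the agonist-driven luminescence signal at 20 µM reaches about 50%, limit read from the data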;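 further: cells stimulated with CCL20 at 14 nM final; plate controls were DMSO with CCL20 for no effect and DMSO without agonist for full effect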
CXCR6 block – CXCR6 (human) receptor inhibition | O00574 | 360,000 tested, 0.36% active | CHO-K1 PathHunter CXCR6 beta-arrestin, luminescence | inhibition, % at 20 µM; in the data active means inhibition above about 34%, passing the limit was not always enough;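 further: antagonist mode with CXCL16 agonist at 10 nM final; 0% = 10 nM CXCL16 with DMSO and 100% = unstimulated wells without agonist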
UBC13 inh – human UBC13 polyubiquitination inhibition; inhibition, % at 20 µM; UBC13 polyubiquitin chain formation, TR-FRET; AID 485273; 330,000 tested, 0.47% active; P61088; in the data active means inhibition above about 45%, passing the limit was not always enough
Target sequence (P61088 whole entry, looked up): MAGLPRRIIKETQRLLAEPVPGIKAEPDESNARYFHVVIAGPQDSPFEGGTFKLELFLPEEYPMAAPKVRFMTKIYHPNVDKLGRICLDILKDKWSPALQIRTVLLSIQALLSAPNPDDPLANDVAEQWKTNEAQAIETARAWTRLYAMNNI
Jurkat NFkB inh – inhibitors of the PMA/ionomycin-induced NF-kB reporter in Jurkat cells. PMA/ionomycin-induced NF-kB luciferase reporter, luminescence. inhibition, % at 4 µM. 330,000 tested, 0.53% active. AID 435003; in the data active means inhibition above about 50%
697 NFkB inh – lowers PMA/ionomycin-induced NF-kB signal in 697 B cells. inhibition, % at 4 µM. 330,000 tested, 0.33% active. AID 435022. 697 B-cell NF-kB luciferase reporter, 16 h; in the data active means inhibition above about 35%
Gli-Sufu block – Gli-Sufu pathway antagonism; Sufu-KO-LIGHT fibroblasts, Gli luciferase reporter luminescence; inhibition, % at 5 µM; 340,000 tested, 0.74% active;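 active means inhibition above about 55%, limit read from the data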;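 further: 0% = DMSO-treated cells and 100% = wells with medium but no cells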
EBI2 block – blocks human EBI2 receptor beta-arrestin signaling | EBI2 beta-arrestin recruitment, luminescence, 7a,25-OHC stimulated | AID 651636 | 360,000 tested, 0.81% active | inhibition, % at 5 µM; in the data active means inhibition above about 38%;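 further: enzyme fragment complementation signal reports receptor beta-arrestin coupling in cells; 0% = agonist plus DMSO wells and 100% = wells without agonist; some results beyond the cut were filed as inactive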
Target sequence (P32249 whole entry, looked up, the tested form may be a part): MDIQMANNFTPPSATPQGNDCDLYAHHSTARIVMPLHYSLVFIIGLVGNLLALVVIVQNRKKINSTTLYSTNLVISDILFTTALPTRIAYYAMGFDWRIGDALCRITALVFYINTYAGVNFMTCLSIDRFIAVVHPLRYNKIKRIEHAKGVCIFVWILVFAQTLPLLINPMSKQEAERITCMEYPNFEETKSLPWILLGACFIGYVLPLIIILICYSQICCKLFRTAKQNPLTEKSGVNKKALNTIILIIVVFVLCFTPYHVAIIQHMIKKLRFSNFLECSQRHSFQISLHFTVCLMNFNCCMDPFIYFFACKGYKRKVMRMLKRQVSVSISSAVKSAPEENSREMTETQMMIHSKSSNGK
APJ antagonist – APJ receptor antagonism | CHO-K1 APJ beta-arrestin complementation, luminescence | 330,000 tested, 0.32% active | P35414 | inhibition, % at 20 µM;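 active means inhibition above about 40% at 20 µM, limit read from the data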;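 further: cells challenged with 10 nM apelin-13 agonist together with compound; plate controls were apelin-13 plus DMSO wells for no effect and DMSO wells lacking apelin-13 for full effect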
Target sequence (P35414 whole entry, looked up): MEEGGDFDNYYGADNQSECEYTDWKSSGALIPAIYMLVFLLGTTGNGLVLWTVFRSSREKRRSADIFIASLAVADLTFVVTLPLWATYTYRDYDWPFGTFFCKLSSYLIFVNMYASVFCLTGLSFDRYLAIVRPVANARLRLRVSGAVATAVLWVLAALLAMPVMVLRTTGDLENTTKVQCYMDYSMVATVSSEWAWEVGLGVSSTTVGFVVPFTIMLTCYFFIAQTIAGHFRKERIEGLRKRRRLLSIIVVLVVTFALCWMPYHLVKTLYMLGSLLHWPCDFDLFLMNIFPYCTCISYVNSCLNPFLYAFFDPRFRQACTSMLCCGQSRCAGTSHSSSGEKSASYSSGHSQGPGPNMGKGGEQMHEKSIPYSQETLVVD
An asterisk follows results filed as active; / = not tested or not shown.

Structure	CCR6 antagonist	CXCR6 block	UBC13 inh	Jurkat NFkB inh	697 NFkB inh	Gli-Sufu block	EBI2 block	APJ antagonist
N/C(Cc1ccc([N+](=O)[O-])cc1)=N\OC(=O)c1ccccc1F	-10	-16	2	-37	-10	-20	0	-32
CC1Cc2ccccc2C(CCc2ccccc2)=N1 (centres undefined)	3	-2	2	-8	11	8	-3	5
CCOC(=O)C1=C(c2ccccc2)OC(N)=C(C#N)C1c1ccc(Br)s1 (centres undefined)	12	-5	10	4	-10	5	-6	-3
O=C(CC(c1ccccc1)c1ccccc1)Nc1ccc2c(c1)OCCO2	12	-2	-10	-19	-32	7	14	5
CC(=NNC(=O)c1ccc(NS(=O)(=O)c2ccc(Br)cc2)cc1)c1cccnc1	2	4	11	16	7	-1	0	7
CCc1c(C(C)S(=O)(=O)c2ccc(C)cc2)[nH]c(=O)n1-c1ccc(C)cc1 (centres undefined)	-3	-2	-9	-17	0	-7	2	1
CC(=O)C1=C(O)C(=O)N(c2cccc(Br)c2)C1c1ccc(Br)cc1 (centres undefined)	-5	3	-23	-11	-2	3	-3	0
CN(C)CCCNC(=O)C[C@H]1C[C@H](C(=O)N2CCCCC2)[C@@]2(CCc3ccccc3)c3[nH]c4cc(CCC(=O)N(C)C)ccc4c3CCN2C1=O	-7	-3	/	/	22	-1	-4	/
COc1ccccc1NC(=S)N1CCC(c2nc3cc(C)c(C)cc3[nH]2)CC1	4	-4	7	9	23	5	15	-4
Cc1ccc(S(=O)(=O)Nc2cc3c(cc2N2CCOCC2)n(C)c(=O)c(=O)n3C)cc1	7	-2	-14	-3	22	-3	-8	-8
CC1CCCC(NC(=O)/C=C/c2c(F)cccc2Cl)C1C (centres undefined)	-8	7	-2	-50	-82	-27	9	3
O=C(COC(=O)COc1ccccc1)Nc1ccc(Br)cc1F	3	0	0	-4	-1	-1	-14	6
CCCCCc1cc(=O)oc2c(C(CCN(CC)CC)c3ccc(OC)cc3)c(OC)cc(OC)c12 (centres undefined)	12	-7	83*	7	12	6	-1	-17
CCC1CCCCN1C(=O)COc1cc(=O)n(C)c2ccccc12 (centres undefined)	-1	-6	-3	6	6	-1	-4	-52
COc1cc2c(cc1NC(=O)c1cc(-c3ccccn3)nc3ccccc13)oc1ccccc12	9	0	-11	-9	19	15	5	-1
COc1cc(C2c3c(-c4cc(C)cc(C)c4O)n[nH]c3C(=O)N2CCCO)cc(OC)c1OC (centres undefined)	-10	0	1	10	12	12	6	0
CCOC(=O)Cc1csc(NC(=O)c2ccc(Br)s2)n1	/	/	-3	-13	-30	/	/	8
COc1cccc(CN(C)C(=O)c2cccc(OCc3ccccc3)c2)c1	5	-8	-4	6	-11	19	4	-7
Nc1nnc(CCS(=O)(=O)c2ccc(Cl)cc2)s1	0	0	4	0	-3	0	-10	5
Cc1ccc(S(=O)(=O)N(C)C)cc1NC(=O)C(C)N(C)CCOc1ccc(Cl)cc1 (centres undefined)	20	7	2	4	-4	-13	6	14
COCCNC(=O)CCCn1c(=O)c2ccccc2n(Cc2ccccc2C#N)c1=O	7	0	2	12	7	-5	-9	15
CCOc1ccc(N2C(=O)/C(=C\c3ccc(O)c(OC)c3)S(=O)(=O)C2c2cccc([N+](=O)[O-])c2)cc1 (centres undefined)	37	28	-178	-15	16	9	43	24
O=C(CSc1nc2ccccc2c(=O)[nH]1)Nc1ccccc1O	11	-5	3	4	2	-8	-3	21
COn1c(-c2ccc(Cl)cc2Cl)nc2ncccc21	4	8	-5	-5	18	-2	-6	-10
CC1CCOC2(O1)C(=O)N(CN1CCN(c3ccccc3F)CC1)c1ccccc12 (centres undefined)	-9	-4	2	15	6	-5	0	10
O=C(N/N=C/C=C/c1ccc(Br)cc1)C(O)c1ccccc1 (centres undefined)	14	10	-3	-3	-1	-9	2	-24
Cc1ccc(-n2nnnc2-c2ccccc2Br)cc1	-1	2	1	24	-4	3	38*	-5
Cc1cc(=O)oc2c(C)c(OCC(=O)N3CC[C@@]4(O)CCCC[C@H]4C3)ccc12	-5	1	9	-5	4	-8	-3	4
O=C(Nc1cccc(F)c1)c1ccccc1-c1ccccc1	10	0	-3	9	-19	7	7	4
CCc1cc2ccccc2nc1SCC(=O)Nc1cc(C)on1	31	2	13	9	-4	0	13	13
CCOC(=O)c1cnc(SC)nc1Sc1ccccc1	22	6	-2	10	4	0	12	-5
CCNC(=O)COC(=O)C1CCC(=O)N(c2ccc(OC)cc2)C1c1ccc(OC)cc1 (centres undefined)	0	-2	-1	17	25	-2	0	6
O=C(CC(=O)Nc1ccc(Br)cc1)Nc1ccc(Br)cc1	11	-2	3	1	19	-4	-9	-7
C=CCn1c(CCCOc2ccc(Cl)cc2Cl)n[nH]c1=S	-6	-8	-6	-10	-32	-8	-5	-5
Cc1snc(S(=O)(=O)Cc2c(Cl)cccc2Cl)c1C#N	-2	6	9	-12	-2	9	-2	-4
CCCN1CCN(CCCNC(=O)Cn2nc(-c3ccc(Cl)cc3)ccc2=O)CC1	10	9	-2	-15	-9	5	-10	-2
COc1ccccc1NC(=O)c1ccc(NC(=O)CN2C(=O)CN(C)C2=O)cc1	-10	0	-6	11	14	-2	-7	7
OC[C@H]1O[C@@](CO)(O[C@H]2O[C@H](CO)[C@@H](O)[C@H](O)[C@H]2O)[C@@H](O[C@H]2O[C@H](CO)[C@@H](O)[C@H](O)[C@H]2O)[C@@H]1O	0	-3	/	/	/	-4	1	/
COC(=O)c1ccc(NC(=O)c2cn(-c3cccc(C)n3)cn2)cc1	9	0	/	/	/	-25	-12	/
Cc1ccnc(NC(c2ccsc2)c2ccc3ccc(C)nc3c2O)c1 (centres undefined)	7	-2	-5	9	-30	-7	2	-9
CCc1ccc(OCC(=O)NCC(c2ccc(Cl)cc2)N2CCCCC2)cc1 (centres undefined)	18	8	2	8	-17	23	21	4
CCn1c(CNC(=O)COc2ccc(C(C)C)cc2)nnc1SCC(=O)Nc1ccc(F)cc1	9	-15	6	9	16	0	8	8
CC(=O)N1N=C(c2ccc(Cl)cc2)CC1c1ccc([N+](=O)[O-])cc1 (centres undefined)	17	0	0	0	-24	11	7	-20
COC(=O)c1ccc(CSCC(=O)Nc2ccccc2)cc1	-3	1	7	3	13	-8	-10	-8
CC(=O)N1Cc2ccccc2C(C)CC12CCCC2 (centres undefined)	10	2	2	5	0	3	-2	17
Cc1[nH]n(-c2ccccc2)c(=O)c1N=Nc1cccc([N+](=O)[O-])c1	42	21	-20	1	-9	-4	4	27
Cc1cccc2sc(NC(=O)Cn3c(C)csc3=O)nc12	7	-2	2	6	10	-15	-2	5
CC(NS(=O)(=O)c1ccc2c(c1)C(=O)c1cc(S(=O)(=O)NC(C)C(=O)O)ccc1-2)C(=O)O (centres undefined)	8	10	-4	-5	3	26	-7	5
CCN(CC)CCN(C(=O)c1cc2ccccc2cc1OC)c1nc2ccc(OC)cc2s1	18	13	20	6	5	-13	2	0
CC(=O)c1ccc(-n2cc(-c3ccc(C(C)(C)C)cc3)[n+]3c2SCCC3)cc1	1	7	1	10	-39	73*	-19	-12

The listing continues:
Structure	CCR6 antagonist	CXCR6 block	UBC13 inh	Jurkat NFkB inh	697 NFkB inh	Gli-Sufu block	EBI2 block	APJ antagonist
CCCCNC(=O)C(C)N(CCN(C)C)C(=O)CCCN1C(=O)NC(c2ccc([N+](=O)[O-])cc2)C(C(=O)OCc2ccccc2)=C1C (centres undefined)	17	0	/	/	15	-11	-4	/
COc1cc(OC)c2ccc(=O)oc2c1C(CC(=O)N1CCOCC1)c1ccc2c(c1)OCO2 (centres undefined)	-9	4	-8	-3	4	10	1	-3
CCc1ccc2c(c1)/C(=N/N(C)C(=S)NC)C(=O)N2	8	0	-9	0	9	9	0	16
CCc1nc2ccccc2n1Cc1ccc(F)cc1	2	0	0	1	-14	-11	7	-3
O=C(c1cc2nc(-c3ccco3)cc(C(F)(F)F)n2n1)N1CCN(c2ccc(F)cc2)CC1	-6	-3	-12	-12	-10	9	16	-10
COc1ccc(Nc2nnc(C)c3ccccc23)cc1C(N)=O	7	-8	3	5	3	-1	-3	6
COc1ccc(C=CC(=O)C=CC=Cc2ccccc2)cc1	12	0	/	/	/	-1	14	/
CC(NC(=O)C12CC3CC(CC(C3)C1)C2)c1ccc2c(c1)OCCO2 (centres undefined)	-14	0	3	14	11	5	3	29
O=C(Cc1ccccc1)NCC(=O)N/N=C/c1ccc(Cl)cc1	8	5	-7	-8	-3	-5	38	-10
CCCc1nnc(NC(=O)CCC(=O)N2CCN(Cc3ccc(C)cc3C)CC2)s1	6	-4	-2	8	-5	-4	-6	-10

Random excerpt: 5 compounds from above
Structure	CCR6 antagonist	CXCR6 block	UBC13 inh	Jurkat NFkB inh	697 NFkB inh	Gli-Sufu block	EBI2 block	APJ antagonist
O=C(Cc1ccccc1)NCC(=O)N/N=C/c1ccc(Cl)cc1	8	5	-7	-8	-3	-5	38	-10
CCCc1nnc(NC(=O)CCC(=O)N2CCN(Cc3ccc(C)cc3C)CC2)s1	6	-4	-2	8	-5	-4	-6	-10
CC(NC(=O)C12CC3CC(CC(C3)C1)C2)c1ccc2c(c1)OCCO2 (centres undefined)	-14	0	3	14	11	5	3	29
CCc1ccc2c(c1)/C(=N/N(C)C(=S)NC)C(=O)N2	8	0	-9	0	9	9	0	16
O=C(c1cc2nc(-c3ccco3)cc(C(F)(F)F)n2n1)N1CCN(c2ccc(F)cc2)CC1	-6	-3	-12	-12	-10	9	16	-10

Carrying on:
Structure	CCR6 antagonist	CXCR6 block	UBC13 inh	Jurkat NFkB inh	697 NFkB inh	Gli-Sufu block	EBI2 block	APJ antagonist
COc1ccc(C2C(C(=O)Nc3ccc(OC)c(OC)c3)c3ccccc3C(=O)N2C)cc1 (centres undefined)	-1	-6	-2	-13	26	0	3	19
COC(=O)c1ccc(NS(=O)(=O)N(C)C)cc1	5	2	-3	-3	-1	-9	0	4
Cc1ccc(S(=O)(=O)NNC(=O)Nc2ccc(C)c(C)c2)c(C)c1	3	0	-7	-8	1	1	-2	12
Cn1cncc1C#Cc1ccc2c(=O)c3ccccc3oc2c1	13	-1	19	10	-100	-83	38	-8
COC(=O)c1c(NC(=O)C2CC2)sc2c1CCCC2	7	-7	7	-13	-7	8	5	-67
O=C(N=C1SCC(=O)N1c1ccccc1Cl)c1ccco1	7	1	-8	-67	-59	-9	-14	1
CCN(CC(=O)NCc1ccc(Cl)cc1)C(=O)/C=C/c1ccco1	2	-2	2	-3	0	3	-7	8
O=C(Nc1ccccc1N1CCCCC1)c1ccc(OC(F)F)cc1	22	-2	-10	-4	-4	22	-4	14
Cc1cccc(/C=N/n2c(-c3ccccc3)n[nH]c2=S)c1O	3	1	-12	11	-8	-11	-4	2
CCN1CCN(C(=O)CNC(=O)c2nn(-c3ccc(OC)cc3)c(=O)c3ccccc23)CC1	1	12	0	0	2	-18	4	18
COc1ccc(C(CNC(=O)c2cccc(S(=O)(=O)N3CCc4ccccc43)c2)N(C)C)cc1 (centres undefined)	22	7	30	5	9	9	15	8
CCC(C)(C)C1CCC2(CC1)NC(=O)N(CC(=O)N(C)CCOc1ccc(Cl)cc1)C2=O (centres undefined)	5	-8	0	16	-30	35	-16	-16
CCOc1ccc(-n2cnnn2)cc1S(=O)(=O)N1CCCCC1	3	-12	-6	-3	-38	-48	-10	3
CC(C)c1ccc(CN2CC(C(=O)Nc3ccccc3)CC2=O)cc1 (centres undefined)	12	-7	10	-4	12	0	25	1
CC(=O)Nc1ccc(NC(=O)CSc2nnc(-c3cc4ccccc4o3)n2C)cc1	10	2	14	-9	22	30	-10	10
O=[N+]([O-])c1cc(-c2csc(NCCc3nc4cc(C(F)(F)F)ccc4n3CCCO)n2)ccc1Cl	22	-7	-30	2	12	7	25	-9
COc1c(/C=N/NC(=O)c2ccncc2)c(CCN(C)C(C)=O)cc2c1OCO2	0	7	-4	-4	13	-2	-8	-10
COc1ccc(Cl)cc1NC(=O)NCCN1CCNC1=O	0	1	9	6	6	0	4	18

From PubChem
